Assay outcomes from PubChem BioAssay.
KCNQ2 block: KCNQ2 potassium channel inhibitors, primary screen, cell-based, CHO-K1, FluxOR thallium flux, B-score (AID 2156) | 1.1% of 310,000 active | 20 min; stronger effect = lower value | B-score at 10 µM | Potassium voltage-gated channel subfamily KQT member 2 (Rattus norvegicus), O88943;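 active means fluorescence ratio B-score at most minus 3 library SDs, with starting brightness B-score within 2 library SDs, cut at about -5.5 in these data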
CHT inh: inhibitors of human choline transporter CHT; High affinity choline transporter 1 (Homo sapiens), Q9GZV3; CHT-expressing cells, membrane potential dye, choline response; stronger effect = lower value; B-score at 10 µM; 0.86% of 310,000 active;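 active means B-score over 3 SD under the library average, and starting fluorescence ratio not unusually high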;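 further: choline stimulus applied at its EC90 after an EC20 pre-addition; B-score computed on integrated fluorescence ratio after choline addition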
Target sequence (Q9GZV3 whole entry, looked up): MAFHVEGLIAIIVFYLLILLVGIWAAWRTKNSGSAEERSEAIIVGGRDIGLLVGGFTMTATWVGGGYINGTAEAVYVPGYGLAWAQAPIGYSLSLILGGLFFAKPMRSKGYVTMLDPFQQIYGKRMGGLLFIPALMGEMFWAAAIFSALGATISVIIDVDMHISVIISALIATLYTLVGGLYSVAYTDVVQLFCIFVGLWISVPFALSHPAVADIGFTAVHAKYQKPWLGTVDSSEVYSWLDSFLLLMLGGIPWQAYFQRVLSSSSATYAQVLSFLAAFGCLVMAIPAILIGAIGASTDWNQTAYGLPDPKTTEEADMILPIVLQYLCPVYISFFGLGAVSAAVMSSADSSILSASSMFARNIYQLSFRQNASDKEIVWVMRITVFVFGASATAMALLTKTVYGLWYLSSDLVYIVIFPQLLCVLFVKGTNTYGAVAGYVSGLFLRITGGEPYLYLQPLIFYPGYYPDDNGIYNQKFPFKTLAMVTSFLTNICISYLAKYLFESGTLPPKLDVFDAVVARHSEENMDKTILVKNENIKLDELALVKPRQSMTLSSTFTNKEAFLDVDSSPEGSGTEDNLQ
Numbers without * were called inactive; i = inactive; · = no result given.

SMILES	KCNQ2 block	CHT inh
Cc1[nH]c2ccccc2c1/C=N/NC(=O)c1cc(C(C)(C)C)[nH]n1	i	i
CCOC(=O)c1cc2c(=O)n3ccccc3nc2n(CC(C)C)c1=NC(=O)c1c(-c2c(F)cccc2Cl)noc1C	i	i
Cc1cc(C)nc(NC(=O)c2cccs2)n1	i	i
CCC(C(=O)NC1CC(C)(C)NC(C)(C)C1)c1ccccc1 (configuration not stated)	i	i
NC(=O)C1=C[C@@H](c2ccc(Br)cc2)C[C@@H](OCc2ccc(CO)cc2)O1	i	i
CCN=C1S/C(=C\c2cc(Br)c(O)c(OC)c2)C(=O)N1CC	i	i
CN(C)C(=O)c1ccccc1NC(=O)Cc1cccc2ccccc12	i	i
S=C(Nc1cccc(Cl)c1)Nc1ccccc1Oc1ccccc1	i	i
O=C(c1ccc(Cl)s1)N1CCN(c2ccccc2)CC1	i	i
Cc1ccc(S(=O)(=O)NCC(=O)N(CCc2ccccc2)CC(=O)NCc2ccco2)cc1	i	·
CN(C)CCCNC(=O)CCC1CCCCC1	i	i
CC(C)CN(C(=O)COC(=O)c1ccc2c(c1)OCCO2)c1c(N)n(Cc2ccccc2)c(=O)[nH]c1=O	i	i
COc1ccc(N2C3=C(CC4=C2CC(C)(C)CC4=O)C(=O)CC(C)(C)C3)cc1	-10*	i
CCOc1ccc(S(=O)(=O)N(CC)CC(=O)N2CCCC2)cc1	i	i
CCOC(=O)c1c(C)[nH]c(C(=O)OCC(=O)NC(C)(C)C)c1C	i	i
Cc1cc2[nH]c(=O)c(=O)[nH]c2cc1S(=O)(=O)Nc1cccc(Cl)c1C	i	i
O=C(Nc1ccc(F)cc1F)c1csc(-c2ccncc2)n1	i	i
O=C(NCCc1ccccc1)c1cc(-c2ccccc2)c(N2CCOCC2)s1	i	i
O=C(c1cc2nc(-c3ccco3)cc(C(F)(F)F)n2n1)N1CCN(Cc2ccccc2)CC1	i	i
CCC(C)(C)NC(=O)C(c1ccc(OC)cc1)N(C(=O)CCC(=O)Nc1cc(C)on1)c1cc(OC)ccc1OC (configuration not stated)	i	i
Cc1cc(NC(=O)c2ccc(NC(=O)C(C)Oc3ccccc3)cc2)no1 (configuration not stated)	i	i
CSCC(C)N1CCC(CO)(CCCc2ccccc2)CC1 (configuration not stated)	i	i
COc1ccc(NC(=O)C2CCN(S(C)(=O)=O)CC2)c(OC)c1	i	i
CCOC(=O)c1cn(-c2ccc(F)c(F)c2F)c2c(F)c(F)c(F)cc2c1=O	i	i
Cc1ccc(S(=O)(=O)CC(=O)NCc2ccccc2)cc1	i	i
Cc1ccnc(SCc2cc(=O)c(OC(=O)c3ccc(Br)o3)co2)n1	i	i
O=C(CCS(=O)(=O)Cc1ccccc1)N1CCN(c2ccccc2)CC1	i	i
NC(=O)Cc1nc(-c2ccc(F)cc2)cs1	i	i
Cc1ccc(/C=N/NC(=O)c2cc(-c3ccc(C)o3)[nH]n2)cc1	i	i
S=c1sc2c(N3CCN(Cc4ccccc4)CC3)ncnc2n1-c1ccccc1	i	i
COc1cccc(/C=N\NC(=O)c2cc(OCC(F)(F)F)ccc2OCC(F)(F)F)c1	i	i
Cc1oc(CSCC2CCCO2)cc1C(=O)O (configuration not stated)	i	i
O=C(NCc1ccc(F)cc1)C1CCN(C(=O)NCc2ccccc2)CC1	i	i
O=C(Nc1cccc(S(=O)(=O)NC2=NCCCCC2)c1)c1cc(-c2ccc(Cl)cc2)nc2ccccc12	i	i
O=C(Nc1ccc(N2CCN(C(=O)c3ccco3)CC2)cc1)c1ccco1	i	i
Cc1cc(C)cc(OC(=O)CN2C(=O)c3ccccc3C2=O)c1	i	i
COc1cc(OC)c(-c2nc3cnccc3n2C)cc1OC	i	i
C=CCSc1nnc(CNC(=O)c2ccccc2C)n1C(C)C	i	i
Nc1nc(Cl)cc(-c2ccccc2)n1	i	i
O=C(C1=NNCC1c1ccccc1)C1CO1 (configuration not stated)	i	·

A section from further up, for reference:
SMILES	KCNQ2 block	CHT inh
O=C(Nc1cccc(S(=O)(=O)NC2=NCCCCC2)c1)c1cc(-c2ccc(Cl)cc2)nc2ccccc12	i	i
O=C(Nc1ccc(N2CCN(C(=O)c3ccco3)CC2)cc1)c1ccco1	i	i
Cc1cc(C)cc(OC(=O)CN2C(=O)c3ccccc3C2=O)c1	i	i

Continued.
SMILES	KCNQ2 block	CHT inh
CCOCCCNC(=O)c1ccc2c(c1)OCO2	i	i
Cc1c(NC(=O)CSc2cccc3cccnc23)c(=O)n(-c2ccccc2)n1C	i	i
COc1ccc(-n2nc(C(=O)NCC(=O)N3CCOCC3)c3ccccc3c2=O)cc1Cl	i	i
O=C(O)/C(=C\c1cccs1)c1ccc(F)cc1	i	i
COCc1ccc(C(=O)NC2CCSc3ccccc32)cc1 (configuration not stated)	i	i
CCc1nnc(NC(=O)c2ccc3nc(CC)c(CC)nc3c2)s1	i	i
CCN(CC)S(=O)(=O)c1ccc(-c2nnc3sc4cccc(C)c4n23)cc1	i	i
CCNc1nc(Oc2ccc(=O)n(C)n2)nc(N2CCOCC2)n1	i	i
Cc1ccc(/C=N/NC(=O)c2cccc(S(=O)(=O)N3CCOCC3)c2)o1	i	i
CCNc1nc(NCC)nc(N/N=C(\C)c2ccc(OC)cc2)n1	i	i
C=CCNC(=O)CSc1ccc(Cl)cc1	i	i
O=C(CSc1nc2ncc(Cl)cc2[nH]1)c1ccc2c(c1)OCO2	i	i
Cc1cccn2cc(-c3cc4ccccc4oc3=O)nc12	i	i
Cc1ccc(N2CC(C(=O)Nc3ccc(S(=O)(=O)N4CCOCC4)cc3)CC2=O)cc1Cl (configuration not stated)	i	i
O=C(NCCN1CCOCC1)c1cc(Cl)ccc1[N+](=O)[O-]	i	i
O=C(COc1coc(CN2CCN(c3ccccc3F)CC2)cc1=O)NCC1CCCO1 (configuration not stated)	i	i
CCc1ccc(N2CC(C(=O)Nc3ccc(C)c(S(=O)(=O)N4CCOCC4)c3)CC2=O)cc1 (configuration not stated)	i	i
COc1cc(NC(C)=O)ccc1-c1cc2ccccc2oc1=O	i	i
Nc1nc(N)nc(-c2ccccc2)n1	i	i
Cc1c(-c2nc(N)nc(Nc3ccc(F)cc3)n2)oc2ccccc12	i	i
COc1ccc(C)cc1NC(=O)CSc1nnnn1C1CCCC1	i	i
CCNC(=S)Nc1ccc(OC(F)(F)F)cc1	i	i
c1nc(N2CCN(Cc3ccc4c(c3)OCO4)CC2)c2[nH]cnc2n1	i	i
CC1CN(Cc2cc(=O)n3ccsc3n2)CC(C)O1 (configuration not stated)	i	i
COc1ccc(C2(C(=O)Nc3nncs3)CCCC2)cc1	i	i
Cc1ccc2[nH]c(=O)c(C(c3nnnn3CC3CCCO3)N3CCc4ccccc4C3)cc2c1 (configuration not stated)	i	i
Cc1nonc1CC(=O)N1CCCC(C(=O)c2ccc(Cl)cc2)C1 (configuration not stated)	i	i
CC(=O)NC1(C(F)(F)F)NC(=O)N(CCc2ccccc2)C1=O (configuration not stated)	i	i
CCCn1c(C2CCCN2c2nc(-c3cccc(Br)c3)cs2)nc2cc(Cl)c(Cl)cc21 (configuration not stated)	i	i
Cc1ccccc1NC(=S)N(Cc1ccccn1)Cc1ccccc1Cl	i	i
O=[N+]([O-])c1ccc(NC(=S)NCc2ccc(F)cc2)cc1	i	i
O=C(c1ccc(F)cc1F)N1CCC(N2CCC(C(=O)N3CCOCC3)CC2)CC1	i	i
CC(C)OCCCNC(=O)c1c(N)n(/N=C/c2ccccn2)c2nc3ccccc3nc12	i	i
O=C(COc1c(Cl)cccc1Cl)Nc1ccccc1N1CCCC1	i	i
Cc1ccc(C)c(OCCn2cc(/C=C(\C#N)C(=O)NCc3ccco3)c3ccccc32)c1	i	i
O=C(COC(=O)c1ccc(S(=O)(=O)C(F)F)cc1)Nc1cccnc1Cl	i	i
O=C(CN1C(=O)C2CCCCC2C1=O)Nc1cc(C(F)(F)F)ccc1N1CCCC1 (configuration not stated)	i	i
Cc1[nH]nc2c1C(c1ccc(F)cc1)C(C#N)=C(N)O2 (configuration not stated)	i	i
CCOC(=O)N1CCN(c2cc(C)c([N+](=O)[O-])cc2F)CC1	i	i
C=CCN1C(=O)/C(=C\c2ccc(Oc3nc(N4CCOCC4)nc(N4CCOCC4)n3)c(OC)c2)SC1=S	i	i

Records listed above printed as active in KCNQ2 block.
SMILES	KCNQ2 block	CHT inh
COc1ccc(N2C3=C(CC4=C2CC(C)(C)CC4=O)C(=O)CC(C)(C)C3)cc1	-10*	i

The main list resumes, starting four compounds before the break.
SMILES	KCNQ2 block	CHT inh
O=C(CN1C(=O)C2CCCCC2C1=O)Nc1cc(C(F)(F)F)ccc1N1CCCC1 (configuration not stated)	i	i
Cc1[nH]nc2c1C(c1ccc(F)cc1)C(C#N)=C(N)O2 (configuration not stated)	i	i
CCOC(=O)N1CCN(c2cc(C)c([N+](=O)[O-])cc2F)CC1	i	i
C=CCN1C(=O)/C(=C\c2ccc(Oc3nc(N4CCOCC4)nc(N4CCOCC4)n3)c(OC)c2)SC1=S	i	i
COc1cccc(C(=O)NC(=S)Nc2ccc(N3CCCC3)cc2)c1	i	i
S=C(Nc1ccccc1Oc1ccccc1)NC1CCCC1	i	i
S=C(Nc1ccccc1)NC1CCN(Cc2ccccc2)CC1	i	i
CC(C)=CC(=O)N1CCCC(N2CCN(c3ccccc3C)CC2)C1 (configuration not stated)	i	i
CC[C@H](C)C(C(=O)N1CCN(C(=O)OC(C)(C)C)CC1)n1cc(C(CC(C)C)NC(=O)OC(C)(C)C)nn1 (some centres not stated)	i	i
O=C1CC(c2ccccc2Cl)c2c(sc3c(=O)[nH]c(CCl)nc23)N1 (configuration not stated)	i	i
COc1ccc(OC)c(NS(=O)(=O)c2cccs2)c1	i	i
COc1cc(CCC(=O)NCC2CCCO2)cc(OC)c1OC (configuration not stated)	i	i
CCOC(=O)c1nn(-c2ccc3ccccc3c2)cc1O	i	i
O=C1N/C(=C/c2ccc(N3CCOCC3)o2)C(=O)N1c1cccc(Cl)c1	i	i
Cc1c(C(=O)Nc2ccc3c(c2)OCCO3)sc2ncnc(N3CCCCC3C)c12 (configuration not stated)	i	i
O=C(Cc1ccc(Cl)cc1)NCC(=O)N1CCN(c2ccccc2)CC1	i	i
CCN(C(=O)COC(=O)c1cc(=O)c2ccccc2o1)c1c(N)n(Cc2ccccc2)c(=O)[nH]c1=O	i	i
COc1cc(NC(=O)CN2CCCCC2C)c(C)cc1[N+](=O)[O-] (configuration not stated)	i	i
COc1ccc(C(C(=O)NC2CCCC2)N(Cc2ccccc2)C(=O)CNC(=O)c2ccco2)cc1 (configuration not stated)	i	i
Cc1cccc(/N=C/c2c(O)c3ccccc3oc2=O)n1	i	i
CSCC[C@H](NC(=O)OC(C)(C)C)C(=O)N/N=C/c1c(C)[nH]c(=O)[nH]c1=O	i	i
Nc1nc(-c2ccco2)cs1	i	i
CCOC(=O)C(CC)Sc1nc2c(cnn2-c2ccccc2)c(=O)[nH]1 (configuration not stated)	i	i
Cc1ccc(-c2nc3ncccc3o2)cc1NC(=O)c1ccco1	i	i

Gathered by group, the compounds so far containing a thiophene ring, fused or not
SMILES	KCNQ2 block	CHT inh
Cc1cc(C)nc(NC(=O)c2cccs2)n1	i	i
O=C(c1ccc(Cl)s1)N1CCN(c2ccccc2)CC1	i	i
O=C(NCCc1ccccc1)c1cc(-c2ccccc2)c(N2CCOCC2)s1	i	i
O=C(O)/C(=C\c1cccs1)c1ccc(F)cc1	i	i
O=C1CC(c2ccccc2Cl)c2c(sc3c(=O)[nH]c(CCl)nc23)N1 (configuration not stated)	i	i
COc1ccc(OC)c(NS(=O)(=O)c2cccs2)c1	i	i
Cc1c(C(=O)Nc2ccc3c(c2)OCCO3)sc2ncnc(N3CCCCC3C)c12 (configuration not stated)	i	i

Remaining list, next part.
SMILES	KCNQ2 block	CHT inh
Cc1ccc(CNC(=O)C2C3C=CC4(CN(Cc5cccnc5)C(=O)C24)O3)cc1 (configuration not stated)	i	i
COc1ccccc1-c1n[nH]c(=S)n1-c1ccccc1	i	i
CC1CCCC(C)N1C(=O)c1cc(F)c(F)cc1Cl (configuration not stated)	i	i
CC1(C)C(=O)NCCN1C(=O)CC1C(=O)NCCN1Cc1cccc(C(F)(F)F)c1 (configuration not stated)	i	i
C=C(C)n1c(=O)n(Cc2ccccc2C)c2ccccc21	i	i
COc1ccc(C(=O)NC(=S)Nc2ccc(N3CCCC3)cc2)cc1	i	i
O=C(CSc1nnc(Nc2ccccc2)s1)NN1C(=O)NC2(CCCCC2)C1=O	i	i
COc1ccc(CCNC(=O)c2cccc(NC(=O)CC3SC(N4CCCCC4)=NC3=O)c2)cc1OC (configuration not stated)	i	i
NC(=O)c1cc(-c2cccnc2)nc2ccc(Br)cc12	i	i
COc1cc2c(cc1OC)C1=C(C#N)CCC(=NC(=O)c3ccc(Cl)cc3)N1CC2	i	i
CC(C)c1ccc(NC(=O)CSc2nc(-c3ccccc3F)nc3nc[nH]c23)cc1	i	i
OCC#CCSc1nnc(-c2ccc(Br)cc2)o1	i	i
O=C(CCCN1C(=O)c2cccc3cccc(c23)C1=O)NC1CCS(=O)(=O)C1 (configuration not stated)	i	i
CCOC(=O)C1(Cc2cccc(OC)c2)CCN(Cc2cccn2-c2nccs2)CC1	i	i
CCCCn1c(N)c(N(CC(C)C)C(=O)c2ccco2)c(=O)[nH]c1=O	i	i
CCOc1ccc(-n2c(C)c(C(C)=O)c3cc(OCC(N)=O)ccc32)cc1	i	i
CCOC(=O)CCSc1n[nH]c(=S)s1	i	i
COc1cc(CNc2ccc(N3CCOCC3)c(C(=O)O)c2)ccc1OCC(N)=O	i	i
c1ccc(-c2nn3c(Cn4cnc5ccccc54)nnc3s2)cc1	i	i
CCCCn1c(N)c(N(CCC(C)C)C(=O)COC(=O)c2ccco2)c(=O)[nH]c1=O	i	i
S=C(NCc1ccccc1)Nc1cccc(Cl)c1	i	i
CCOc1ccc(NC(=O)Nc2cnccn2)cc1	i	i
CCOc1ccc2nc(SCC(=O)Nc3cc4c(cc3C(C)=O)OCO4)[nH]c2c1	i	i
Cc1ccccc1CC(=O)NCC1CCCCC1	i	i
c1ccc(NCc2ccncc2)cc1	i	i
